# From PubChem BioAssay
# PGK inhibitor: inhibitors of T. brucei phosphoglycerate kinase; P07378; PGK/GAPDH coupled, Kinase-Glo luminescence, 60 min; Potency, µM (doses to about 57.5 µM), for inactives: top-dose activity change, negative = inhibition, hits mostly inhibitors; 380,000 compounds, 0.043% hits; also: potency is read from the fitted curve at half-maximal effect; % is scaled to controls: 0 for no effect and ±100 for the full control effect; nearly all actives have a fitted effect of over 60% in size
# Target sequence (P07378 whole entry, looked up): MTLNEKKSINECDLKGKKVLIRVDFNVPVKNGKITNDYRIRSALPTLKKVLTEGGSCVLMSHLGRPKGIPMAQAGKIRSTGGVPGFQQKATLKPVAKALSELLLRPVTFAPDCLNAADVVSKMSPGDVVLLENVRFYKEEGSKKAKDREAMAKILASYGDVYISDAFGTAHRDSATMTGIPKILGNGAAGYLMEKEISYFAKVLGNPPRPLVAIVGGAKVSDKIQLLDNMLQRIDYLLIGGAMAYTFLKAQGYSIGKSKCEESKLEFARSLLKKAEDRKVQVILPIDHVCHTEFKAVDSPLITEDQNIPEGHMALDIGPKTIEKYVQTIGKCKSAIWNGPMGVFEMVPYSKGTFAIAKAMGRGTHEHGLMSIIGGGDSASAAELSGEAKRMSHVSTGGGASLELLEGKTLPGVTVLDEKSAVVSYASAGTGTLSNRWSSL
#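 Luminescent ATP detection (Kinase-Glo Plus) follows a 60-minute room-temperature incubation, with wells lacking PGK as controls. Buffer: 100 mM TEA (pH 7.6), 5 mM MgCl2, 0.01% Tween-20. Coupling enzyme GAPDH (100 nM final) supplies unstable 1,3-BPG in-well.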
# ERG-DNA inh: blocks human ERG Ets domain binding to DNA. P11308. fluorescence polarization, His-ERG Ets domain / labelled DNA. Potency, µM (top dose mostly 76.9 µM), for the others: at the highest dose FP activity, negative = inhibition, usual class: inhibitors. 370,000 compounds, 0.028% hits; active = well fitted inhibition curve with a large enough effect in the polarisation, with a control signal flat; inconclusive = small, poorly fitted or top-dose-only effect, or effect the other way, or a change in a side signal; inactive = no such curve, though single readings can be large or run the other way; the % refers to the polarisation;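 also: polarization taken with two DNA probes labelled with fluorescein and Texas red; potency is read from the fitted curve at half-maximal effect; % of control where 0% means no effect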
#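 His-tagged ERG Ets domain (1 uM in the protein solution; 300mM KCl, 50mM Tris-HCl, 1mM EDTA, 1mM DTT, pH 7.5) received compound, then a probe mix of 5 nM fluorescein-DNA and 100nM Texas-615-DNA. Fluorescence polarization was read for both dyes.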
# JMJD2A Tudor inh: JMJD2A Tudor domain (human) inhibition; O75164; AlphaScreen JMJD2A-Tudor / H3K4me3 peptide binding; Potency, µM (highest dose often 114 µM), for the others: at the highest dose activity change, negative = inhibition, most hits filed as inhibitors; 390,000 compounds, 4.4% hits; also: potency is read from the fitted curve at half-maximal effect; % is scaled to controls: 0 for no effect and ±100 for the full control effect; nearly all actives have a fitted effect of over 50% in size
# BAZ2B block: blocks human BAZ2B. Q9UIF8. AlphaScreen BAZ2B-H3K14Ac peptide displacement. Potency, µM (top dose mostly 114 µM), inactives show at the highest dose activity change, negative = inhibition, actives largely listed as inhibitors. 360,000 compounds, 4.4% hits. AID 504333; also: potency is read from the fitted curve at half-maximal effect; % is scaled to controls: 0 for no effect and ±100 for the full control effect; nearly all actives have a fitted effect of over 60% in size
#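 Protein-peptide AlphaScreen: BAZ2B 50 nM, b-H3K14Ac 50 nM, 1x PBS pH 7.4 + 0.01% Tween-20. Preincubation 30 min RT; cpd 30 min RT (top 110 uM); beads 20 min RT, light-protected.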
# G9a inh: blocks human histone lysine methyltransferase G9a; AID 504332; Q96KQ7; G9a H3K9 monomethylation, AlphaScreen, 2 h; 350,000 compounds, 8.8% hits; Potency, µM (series often up to 102 µM), inactives show at the highest dose activity, negative = inhibition, hits mostly inhibitors; also: potency is read from the fitted curve at half-maximal effect; % is scaled to controls: 0 for no effect and ±100 for the full control effect; nearly all actives have a fitted effect of over 75% in size
# Target sequence (Q96KQ7 913-1193 limits assumed): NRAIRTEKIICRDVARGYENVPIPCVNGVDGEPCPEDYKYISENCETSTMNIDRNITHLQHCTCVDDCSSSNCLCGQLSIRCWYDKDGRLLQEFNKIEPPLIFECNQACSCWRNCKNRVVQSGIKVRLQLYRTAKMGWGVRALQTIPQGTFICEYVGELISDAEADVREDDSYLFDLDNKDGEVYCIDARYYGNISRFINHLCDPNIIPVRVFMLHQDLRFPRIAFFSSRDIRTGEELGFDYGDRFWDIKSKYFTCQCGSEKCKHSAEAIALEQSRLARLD
#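 G9a (20 nM) preincubated 15 min RT with compounds, then 500 nM biotinylated H3K9 peptide and 20 uM SAM added; 2 h RT reaction. Monomethyl-H3K9 product detected by AlphaScreen with anti-H3K9me1 antibody, streptavidin donor and anti-rabbit IgG acceptor beads.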
# HP1b chromo inh: inhibitors of HP1-beta chromodomain binding to methylated histone tails. P83916. AID 540317. 390,000 compounds, 0.56% hits. Potency, µM (highest dose often 114 µM), without a hit: at the top dose activity change, negative = inhibition, usual class: inhibitors. AlphaScreen HP1-beta / biotin-H3K9me3 peptide binding; also: potency is read from the fitted curve at half-maximal effect; nearly all actives have a fitted effect of over 70% in size; inactives centre near 23
# Target sequence (P83916 whole entry, looked up): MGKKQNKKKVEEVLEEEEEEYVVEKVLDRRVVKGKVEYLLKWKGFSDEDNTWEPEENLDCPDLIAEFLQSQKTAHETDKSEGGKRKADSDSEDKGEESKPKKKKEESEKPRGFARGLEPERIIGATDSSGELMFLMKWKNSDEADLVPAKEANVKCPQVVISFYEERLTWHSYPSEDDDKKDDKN
#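 Compound inhibition of the preformed complex between 50 nM HP1-beta and 50 nM biotinylated H3K9me3 peptide was read by AlphaScreen. Buffer was PBS pH 7.4 with 0.01% Tween-20. Incubations ran 30 min at room temperature, with 10 ug/mL donor/acceptor beads.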
# GLS inh: blocks human kidney-isoform glutaminase activity | AID 624170 | GLS enzymatic activity, qHTS titration | Potency, µM (titrated, usually from 45.5 µM), for inactives: at the top dose activity change, negative = inhibition, actives largely listed as inhibitors | O94925 | 410,000 compounds, 0.21% hits; also: potency is read from the fitted curve at half-maximal effect; % is scaled to controls: 0 for no effect and ±100 for the full control effect
#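 hKGA in 45 mM KH2PO4 (pH 8.2), 0.02% Tween-20 with compound, then 1mM L-Glutamine (stock as added) plus glutamate oxidase/HRP/Amplex red coupling mix. Fluorescence read initially and after 30 min at RT; signal change reflects glutamate formation.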
# Pin1 inh: inhibitors of human Pin1; 390,000 compounds, 0.009% hits; AID 504891; Pin1 FP peptide displacement, HiFluor488, 10 min; Potency, µM (titrated, usually from 115 µM), for the others: top-dose activity, negative = inhibition, usual class: inhibitors; active = well fitted inhibition curve with a large enough effect in the polarisation, with a control signal flat, not every such curve was filed as active; inconclusive = small, poorly fitted or top-dose-only effect, or effect the other way, or a change in a side signal; inactive = no such curve, though single readings can be large or run the other way; the % refers to the polarisation; also: potency is read from the fitted curve at half-maximal effect; % is scaled to controls: 0 for no effect and ±100 for the full control effect
# Target sequence (Q13526 whole entry, looked up): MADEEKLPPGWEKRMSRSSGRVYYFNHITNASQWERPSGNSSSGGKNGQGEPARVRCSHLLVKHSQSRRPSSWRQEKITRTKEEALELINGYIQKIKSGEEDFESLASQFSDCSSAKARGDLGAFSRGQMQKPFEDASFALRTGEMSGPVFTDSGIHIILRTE
# PI4K2A block: inhibitors of human PI4K2A; AID 1346378; activity change, negative = inhibition, % at 76.9 µM; 420,000 compounds, 0.13% hits; purified PI4K2A, ADP-Glo luminescence, 1 h; hits give low values; in the data active = activity change below about -50%; inconclusive = mostly about -30% to -49%;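 also: -100% = wells without enzyme as full effect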
#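 In this quantitative HTS, ADP production by PI4K2A was quantified luminescently after 1 h at ambient temperature; 100 microM adenosine served as plate-quality control.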
# Numbers without * were called inactive; i = inactive; ? = inconclusive; · = no result given; [ ] = dose if it differs, or a comment. Unless noted, calls follow the shape of the dose curve; as a rule, active = well fitted curve in the direction sought with a large enough effect; inconclusive = small, poorly fitted or top-dose-only effect, or another doubt; inactive = no such curve, though single readings can be large; an effect the other way counts as inactive or inconclusive.
SMILES,PGK inhibitor,ERG-DNA inh,JMJD2A Tudor inh,BAZ2B block,G9a inh,HP1b chromo inh,GLS inh,Pin1 inh,PI4K2A block
Cn1c(CN2CCCCC2)nc2cc(NC(=O)c3ccccc3)ccc21,i,1%,-13%,-4%,?,31%,-3%,3%,7
COc1ccc(Nc2nc(Cl)nc(Nc3ccc(OC)cc3OC)n2)c(OC)c1,-2%,-8%,-12%[11.4 µM],-13%,-25%,34%,1%,0%,-5
CCc1sc(C(=O)Nc2ccc3nc(C)sc3c2)cc1C,-4%,-2%,-14%,·,·,23%,-6%,48%[activator],4
Cn1c(Oc2ccc(Cl)cc2)c(C=O)c2ccccc21,-7%,5%,6%,43%[activator],58%[activator],59%[activator],9%,?,-7
COC(=O)Cc1nc2ccccc2[nH]1,-3%,9%,-19%,0%,5%[59 µM],38%,0%,8%,2
COc1cc(C2CC(=O)Nc3ccccc3S2)cc(OC)c1OC (stereo unspecified),1%,-8%,-20%,3%,2%[12.7 µM],0%,8%,-10%,-2
CCC(C)(C)NC(=O)c1ccc(Sc2nncn2C)c([N+](=O)[O-])c1,-3%,4%,?,1%,11%[59 µM],7%,-6%,-4%,4
CO/N=C\Cc1oc(=O)c(NC(=O)c2ccccc2)cc1C(=O)OC,i,0%,-10%[11.4 µM],-6%,32µM*,-5%,-1%,?,3
Cc1c(C(=O)N2CCCC(C)C2)sc2ncnc(N3CCCCC3C)c12 (stereo unspecified),8%,3%,-17%,0%,19%,22%,3%,-1%,4
CCc1cccc(NC(=O)c2ccc(CNS(=O)(=O)c3ccc4c(c3)C(C)(C)C(=O)N4C)cc2)c1,1%,-1%,5%,-4%,-3%[59 µM],25%,2%,-2%,1
Cc1ccc(CN2CCN(C(=O)CCC(=O)Nc3nnc(C(C)C)s3)CC2)c(C)c1,-4%,-2%,-22%,-16%,-34%,34%,6%,-11%,4
COc1cccc(-c2cn3c(n2)sc2cc(C(=O)NCCCc4ccccc4)ccc23)c1,i,1%,-27%,2%,-1%[59 µM],9%,-8%,26%,2
Cc1ccc(SCCNC(=O)CN2C(=O)c3ccccc3S2(=O)=O)cc1,-9%,0%,22%,·,13%[59 µM],18%,4%,-3%,4
S=C(NCc1cccnc1)Nc1cc(Cl)cc(Cl)c1,4%,-3%,-4%,1%,-1%,55%[activator],6%,-8%,3
CCCn1c2ccccc2c2cnn(CC(=O)O)c(=O)c21,0%,8%,-2%,-30%,-49%,20%,-9%,3%,3
COc1ccc(C(=O)Cn2c(=O)c(CCC(=O)O)nn3c4ccccc4nc23)cc1OC,-2%,2%,-4%,10%,-33%,27%,5%,-3%,2
Cc1sc(NC(=O)CCl)c(C(=O)c2ccccc2)c1C,-2%,9%,20µM*,?,?,?,-20%,-10%,12
CC1=C(C(=O)OC(C)C)C(c2ccccc2Cl)CC(=O)N1 (stereo unspecified),-3%,3%,-6%,22%,-30%[59 µM],29%,6%,3%,3
COc1ccc(C(=O)N(Cc2ccc(N(C)C)cc2)Cc2ccco2)cc1Cl,·,2%,35µM*,20µM*,?,?,1%,2%,0
Cc1ccccc1CC(=O)N1CCN(S(=O)(=O)c2cccs2)CC1,-7%,-6%,10%,-13%,18%[59 µM],54%[activator],5%,-5%,-2
O=S(=O)(c1cccc(Cl)c1Cl)N1CCCCC1,16%,9%,37%[activator],37%,3%[59 µM],55%[activator],-2%,-4%,0
CC(=O)N1c2ccccc2S(=O)(=O)c2ccccc21,0%,-8%,-11%,10%,-5%[2.33 µM],42%[activator],-1%,5%,-1
O=C(COc1cccc(NC(=O)c2ccccc2)c1)c1ccc(F)cc1,1%,-5%,-9%,0%,13%[59 µM],-1%,5%,1%,1
COc1ccc([N+](=O)[O-])cc1NCc1cccc([N+](=O)[O-])c1,0%,5%,?,?,-33%,-18%,-3%,4%,-3
Cc1ccc(N(C(=O)c2csnn2)C(C(=O)NCc2ccccc2)c2cccnc2)cc1 (stereo unspecified),i,1%,-14%,-37%,-2%,?,-4%,1%,-7
COc1ccc(Nc2nc(C)cc(C)c2C(N)=O)cc1,9%,11%,-5%,-4%,-6%,14%,0%,-1%,-13
Cc1ccnc2nc(C(=O)NC3CCCc4ccccc43)nn12 (stereo unspecified),-1%,-10%,2%,0%,4%,14%,15%,4%,8
COc1cc(SC)ccc1C(=O)Nc1ccc2c(c1)CCC2,-18%,-1%,54%[activator],8%,72%[activator],92%[activator],-11%,11%,-8
Cc1cccc(C(=O)n2nc(-c3ccco3)nc2NCc2ccccc2)c1,i,0%,18%,1%,-30%[59 µM],4%,-4%,0%,25
Cc1ccccc1N1CCN(CC(=O)Nc2ccccc2C(=O)NC2CC2)CC1,-1%,-3%,-7%,8%,-11%[2.33 µM],30%,6%,2%,0
O=C(c1ccco1)N1CCN(Cc2nnnn2CCc2ccccc2)CC1,0%,-5%,-30%,-22%,-6%[59 µM],17%,4%,4%,0
O=C(O)c1cccc(S(=O)(=O)N(Cc2ccccc2)c2ccc(Cl)cc2)c1,-4%,-2%,-17%,?,7%[2.33 µM],29%,7%,-3%,-20
O=C(Nc1nccs1)C1CCCN1S(=O)(=O)c1ccc(F)cc1 (stereo unspecified),-9%,13%,-12%,-3%,-26%[59 µM],14%,-3%,-8%,-5
CC(C)(C)NC(=O)/C=C/c1ccc(C(F)(F)F)cc1,i,-2%,-4%,-1%,10%,36%,9%,-8%,3
C=CCOc1ccc(CN(C)CC(=O)N(CC(C)C)c2c(N)n(CC(C)C)c(=O)[nH]c2=O)cc1,i,-2%,-25%[11.4 µM],-4%,-14%[59 µM],31%,-11%,1%,-1
COc1cccc(Cn2c(C)c(CNC3CCCCC3)c(C(=O)O)c2C)c1,-2%,-2%,-8%,-27%,8%[59 µM],24%,8%,-6%,-3
CCN1CCC2(CC1)Oc1c(OC)cccc1C1CC(c3cccnc3)=NN12 (stereo unspecified),9%,14%,-9%,-5%,21%[59 µM],8%,-7%,10%,-1
Fc1cc(F)c2ncc3c(-c4ccccc4)nn(-c4cccc(Cl)c4)c3c2c1,i,-2%,-22%,·,-1%[59 µM],4%,5%,0%,4
O=C(O)c1ccc(Nc2nc(-c3ccc([N+](=O)[O-])cc3)nc3ccccc23)cc1,i,6%,?,50µM*,7%,-8%,-1%,·,-1
CCOC(=O)N1CCN(Cc2nnc(-c3ccccc3C)o2)CC1,i,-10%,-33%,-3%,?,14%,2%,?,7
CCOc1ccc(OCCCC(=O)ON=C(N)c2ccccc2C)cc1,-10%,-3%,41%[activator],91%[activator],6%[12.7 µM],90%[activator],-3%,-2%,-1
COc1ccc(Nc2cc(C)nc3ncnn23)cc1Cl,i,1%,-14%,-20%,5%,43%[activator],2%,-1%,0
O=C(O)CSCC(=O)N(c1ccccc1)c1ccccc1,i,-13%,-5%,-4%,0%,49%,-3%,-8%,1
Cc1c(CN2CCN(C)C(CCO)C2)[nH]c2c(Cl)cccc12 (stereo unspecified),8%,1%,-12%,2%,?,27%,-20%,3%,2
O=C(CCCN1C(=O)c2ccccc2C1=O)Nc1sc2c(c1C(=O)NCc1ccco1)CCC2,-6%,3%,-22%,-36%,?,-5%,5%,20%,-3
COc1ccc(N(C(=O)c2ccncc2)S(=O)(=O)c2ccc(OC)c(OC)c2)cc1,-2%,-18%,-8%,-34%,4%,33%,-9%,-5%,8
CCOc1nnc(C)c2c(C)n(-c3cccc(OC)c3)nc12,7%,9%,-6%,-11%,29%[0.0925 µM],23%,0%,35%[activator],0
CN1CCN(NC(=O)c2cc(S(=O)(=O)N3CCOCC3)c(Cl)cc2Cl)CC1,i,-7%,-8%,0%,7%[59 µM],15%,9%,7%,-3
CC(=O)OC1(C(C)=O)CCC2C3CC(Cl)C4=CC(=O)CCC4(C)C3CCC21C (stereo unspecified),4%,-6%,-13%,·,·,8%,-16%,3%,-9
O=C(NCCN1CCOCC1)c1ccc2c(c1)ncn2C1CCCC1,-2%,-13%,-28%,-6%,-48%,27%,-6%,-2%,-10
Cc1no[n+]([O-])c1COc1cccc(/C=C2\N=C(c3ccccc3)OC2=O)c1,20%,-7%,-4%,10%,-11%[59 µM],0%,0%,-9%,-2
Cc1noc(C)c1CSCC(=O)Nc1ccccc1N1CCCC1,2%,-7%,-22%,·,·,7%,31%,-8%,-13
O=C(CSc1nnc(-c2ccc(F)cc2)o1)c1ccc2c(c1)OCCO2,-4%,-18%,-5%,?,0%[12.7 µM],27%,0%,8%,0
CCOc1ccc(NC(=O)c2cc3cc4ccc(OC)cc4nc3o2)cc1,-16%,-4%,?,-28%,0%,10%,16%,6%,-4
COc1ccc(OCC(=O)OCc2cc(=O)n3nc(C4CC4)sc3n2)cc1,-5%,-3%,-20%,-7%,6%[59 µM],-18%,2%,2%,0

# At a glance, some entries already given.
SMILES,PGK inhibitor,ERG-DNA inh,JMJD2A Tudor inh,BAZ2B block,G9a inh,HP1b chromo inh,GLS inh,Pin1 inh,PI4K2A block
CCOc1ccc(NC(=O)c2cc3cc4ccc(OC)cc4nc3o2)cc1,-16%,-4%,?,-28%,0%,10%,16%,6%,-4
COc1ccc(OCC(=O)OCc2cc(=O)n3nc(C4CC4)sc3n2)cc1,-5%,-3%,-20%,-7%,6%[59 µM],-18%,2%,2%,0
